Screening results as filed in PubChem BioAssay.
GLD-1 RNA inh = GLD-1-TGE RNA interaction inhibition (C. elegans). Q17339. purified GLD-1 + fluorescein TGE RNA, fluorescence polarization. actives 0.44% (n = 320,000). inhibition, % at 5.96 µM. AID 2280;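 active means percent inhibition above a per-plate cutoff, the plate mean of test compounds plus 3 SD, cut at about 30% in these data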;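 further: 0% = DMSO wells with GLD-1 and probe and 100% = wells lacking GLD-1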
MCL1 BIM primary = MCL1-BIM-BH3 interaction inhibition (human); GST-MCL1 / FITC-Bim-BH3 fluorescence polarization; inhibition, % at 10.9 µM; actives 0.68% (n = 320,000); AID 2057;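 active means inhibition above the mean inhibition of all tested compounds plus 3 SD, set per campaign, cut at about 40% in these data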;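 further: 0% = DMSO wells and 100% = unlabeled Bim-BH3 peptide control; higher means more loss of mP so more displacement of Bim peptide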
Bcl-xL primary = Bcl-xL (human) inhibition | Q07817 | GST-Bcl-xL / FITC-Bim BH3 peptide fluorescence polarization | inhibition, % at 10.9 µM | actives 0.7% (n = 320,000) | AID 2129;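 active means inhibition above the mean of all tested compounds plus 3 SD, cutoff set per campaign, cut at about 30% in these data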;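 further: 0% = DMSO wells and 100% = unlabeled Bim-BH3 peptide competitor; inhibitors lower millipolarization by displacing the labeled peptide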
Target sequence (Q07817 whole entry, looked up): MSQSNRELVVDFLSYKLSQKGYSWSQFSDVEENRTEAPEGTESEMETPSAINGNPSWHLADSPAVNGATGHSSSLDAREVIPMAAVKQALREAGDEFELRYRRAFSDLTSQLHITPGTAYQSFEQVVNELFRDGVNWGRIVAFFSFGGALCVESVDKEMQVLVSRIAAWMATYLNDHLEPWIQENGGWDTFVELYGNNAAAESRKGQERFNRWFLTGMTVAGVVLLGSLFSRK
CIT2-GFP yeast = alters CIT2-GFP fluorescence in TOR pathway yeast screen | S. cerevisiae CIT2-GFP strain, flow cytometry, 3 h; 100 means same as DMSO wells | GFP response vs DMSO, % at 10 µM | actives 0.065% (n = 320,000);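 active means GFP response relative to DMSO above a set limit, near the screen mean plus 3 SD, cut at about 150% in these data; inconclusive means Fewer than 70 cells measured for a yeast strain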;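 further: ratio of well median GFP fluorescence to mean of DMSO wells on the plate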
MEX-5 binding = C. elegans MEX-5 TCR-2 RNA binding activity | MEX-5/FITC-TCR2 RNA binding, fluorescence polarization; stronger effect = lower value | AID 1832 | actives 0.38% (n = 300,000) | activity score (negative = inhibition of binding), % at 10 µM;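 active means inhibition past about -25% in most replicates, and total fluorescence under double the plate's negative control median, limit read from the data; inconclusive means replicates evenly split on the limit, or fluorescence at least double controls; inactive means too little inhibition in most replicates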;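 further: 0% = DMSO and -100% = 5 µM competing unlabeled TCR2 RNA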
GRK2 inh = inhibitors of human GRK2 displacing RNA aptamer; P25098; AID 488847; inhibition of aptamer binding, % at 10 µM; actives 0.59% (n = 330,000); bead flow cytometry, FAM-aptamer displacement from GRK2;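 active means inhibition of aptamer binding above 40%, roughly 3 SD of noise, on plates passing a quality check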;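 further: median bead fluorescence of bound FAM aptamer so fluorescent compounds give negative values; no value below 0 was filed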
Target sequence (P25098 whole entry, looked up): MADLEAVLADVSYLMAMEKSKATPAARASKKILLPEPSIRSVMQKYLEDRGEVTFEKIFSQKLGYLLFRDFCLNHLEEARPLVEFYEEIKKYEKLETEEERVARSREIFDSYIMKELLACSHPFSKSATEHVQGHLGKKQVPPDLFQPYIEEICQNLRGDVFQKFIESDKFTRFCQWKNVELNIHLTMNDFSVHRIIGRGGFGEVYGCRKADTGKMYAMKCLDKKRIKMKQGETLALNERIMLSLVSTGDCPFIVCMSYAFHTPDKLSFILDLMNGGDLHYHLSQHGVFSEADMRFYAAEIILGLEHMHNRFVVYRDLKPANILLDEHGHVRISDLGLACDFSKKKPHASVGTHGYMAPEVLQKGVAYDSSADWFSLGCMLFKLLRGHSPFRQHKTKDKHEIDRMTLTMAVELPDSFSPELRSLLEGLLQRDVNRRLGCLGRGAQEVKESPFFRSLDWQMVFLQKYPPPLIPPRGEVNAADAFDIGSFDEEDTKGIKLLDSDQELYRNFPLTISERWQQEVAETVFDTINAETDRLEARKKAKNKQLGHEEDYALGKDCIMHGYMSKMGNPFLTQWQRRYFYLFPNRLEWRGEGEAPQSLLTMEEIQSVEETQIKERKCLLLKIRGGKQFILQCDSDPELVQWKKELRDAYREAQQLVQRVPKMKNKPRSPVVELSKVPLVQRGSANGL
AGP1 TOR yeast = modulators of TOR pathway AGP1-GFP in S. cerevisiae. S. cerevisiae AGP1-GFP multiplex flow cytometry, 3 h; GFP as percent of DMSO wells. GFP response vs DMSO, % at 10 µM. actives 0.02% (n = 320,000). AID 2066;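 active means GFP response relative to DMSO above a set limit, near screen average plus 3 SD, cut at about 150% in these data; inconclusive means fewer than 70 cells counted for the yeast strain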;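 further: median GFP channel fluorescence of the gated AGP1 strain per well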
Yeast superoxide = caloric restriction mimetics inhibiting age-related superoxide in yeast; S. cerevisiae aged cells, superoxide DHE fluorescence; stronger effect = lower value; superoxide response (% of plate mean), % at 10 µM; actives 0.18% (n = 330,000);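 active means superoxide response under a set limit, about three screen SD below normal, cut at about 65% in these data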;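 further: yeast aged for seven days with compound at 30 °C before DHE staining; 100% = average MFI of all compound-treated wells on the plate with controls excluded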
VLA-4 inh = inhibition in a human VLA-4 binding assay. VLA-4 expressing cells, ligand binding flow cytometry. actives 0.2% (n = 330,000). inhibition, % (about 7 µM as worked out from the volumes in the protocol). P13612; in the data active means inhibition above about 50%
Active calls of the source: *; u = inconclusive; x = not tested or not shown; [ ] = remark or other dose.

SMILES | GLD-1 RNA inh | MCL1 BIM primary | Bcl-xL primary | CIT2-GFP yeast | MEX-5 binding | GRK2 inh | AGP1 TOR yeast | Yeast superoxide | VLA-4 inh
Cc1cccc(Nc2ccncc2S(=O)(=O)NC(=O)NC(C)C)c1 | 6 | -15 | -2 | 85 | -1.6 | 1 | 87 | 118 | 3
COc1cc([N+](=O)[O-])ccc1NC(=O)COC(=O)CCS(=O)(=O)c1ccc(C)cc1 | 3 | 2 | 5 | 91 | 0.9 | 2 | 96 | 109 | 6
CN(CC(=O)Nc1cccc(F)c1)CC(=O)N1CCCCC1 | 4 | -20 | -9 | 101 | x | 3 | 95 | 116 | 19
COc1ccccc1NC(=O)c1cc([N+](=O)[O-])ccc1NCCN1C(=O)CCC1=O | 7 | 9 | -1 | 102 | 0.4 | 0 | 96 | 100 | 9
COCCn1c(SCC(=O)NC(=O)NCc2ccccc2)nc2ccccc21 | -8 | -3 | -1 | 110 | -2.4 | 3 | 111 | 85 | 13
CCN(CC)c1nc(SCCOC(=O)Nc2ccccc2)nc(N(CC)CC)n1 | 9 | 5 | 3 | 101 | 0.3 | 2 | 100 | 99 | 23
Cc1ccn2cc(C(=O)Nc3ccccc3N3CCOCC3)nc2c1 | -2 | 7 | 2 | 90 | -2.9 | 0 | 92 | 102 | 4
Nc1nonc1N/N=C/c1c(O)ccc2ccccc12 | 0 | 7 | 3 | 102 | 0.7 | 1 | 100 | 102 | -8
CCN1C(=O)S/C(=C/c2c(OCc3ccc(C(=O)O)cc3)ccc3ccccc23)C1=O | 0 | -3 | 23 | 88 | x | 0 | 85 | 106 | 5
COc1cccc(-c2nn3c(-c4ccccn4)nnc3s2)c1 | 3 | 13 | 7 | 104 | 0.3 | 0 | 90 | 102 | -8
COc1ccc([N+](=O)[O-])cc1N(CC(=O)N(C)C)S(C)(=O)=O | 0 | 2 | 4 | 101 | -1.1 | 4 | 104 | 95 | 7
CCN1CCCc2cc(CN(CCN3CCOCC3)C(=S)Nc3ccc(OC)cc3)ccc21 | -2 | 9 | 15 | 110 | -3.6 | 1 | 103 | 101 | 4
CC(=O)c1ccc(NC(=S)NCc2ccco2)cc1 | 5 | 9 | 5 | 101 | 1.0 | 1 | 107 | 96 | -6
O=C1c2ccccc2C(=O)N1CC(O)COc1ccccc1Cl (centres undefined) | 4 | 0 | 4 | 86 | -2.6 | 0 | 90 | 91 | 0
CC(=O)Nc1ccc(S(=O)(=O)N[C@@H](C)C(=O)OCC(=O)c2ccc(C)cc2)cc1 | 1 | x | x | 103 | x | 3 | 103 | 92 | -6
CCc1ccccc1NC(=O)C1CCCC1 | 0 | 1 | -2 | 97 | -2.4 | 1 | 94 | 107 | 26
O=[N+]([O-])c1ccc(Nc2ccccc2F)nc1 | -3 | -6 | 3 | 81 | 1.5 | 0 | 80 | 107 | 10
O=Cc1ccc(OC(=O)C2CC(=O)N(c3ccc(F)cc3)C2)cc1 (centres undefined) | 7 | 4 | 1 | 107 | 0.8 | 4 | 101 | 111 | -57
C/C(=C/c1ccccc1)C(=O)N1CCN(c2ccc(F)cc2)CC1 | -2 | 13 | 5 | 104 | 1.8 | 0 | 107 | 103 | -4
CN(C)CCN(C(=O)c1ccc(Br)s1)c1nc2cc3c(cc2s1)OCCO3 | 3 | 7 | 0 | 98 | 0.1 | 7 | 98 | 111 | 2
Clc1cccc(Cl)c1COn1nnc2ccccc21 | 5 | 4 | 2 | 88 | -1.4 | 2 | 82 | 109 | -1
Cc1ccccc1-c1nnc(-c2cccs2)o1 | -2 | -6 | -3 | 90 | -0.5 | 0 | 96 | 100 | 23
CC(C)(C)n1ncc2c(=O)n(Cc3cccc(Cl)c3)cnc21 | 7 | -1 | -3 | 98 | -1.6 | 3 | 97 | 96 | 24
CCOC(=O)c1cnc2nc(Cc3ccccc3)[nH]n2c1=O | -6 | -8 | 1 | 104 | 4.1 | 0 | 108 | 104 | 21
O=S1(=O)C=C(Sc2nnc(-c3ccccc3)o2)c2ccccc21 | 8 | -5 | -4 | u | -2.7 | 0 | 28[may fluoresce violet] | 122 | 41
COc1ccc(NC2SC(=O)N(CC(=O)O)C2=O)cc1 (centres undefined) | 0 | 12 | 13 | 97 | 1.0 | 0 | 101 | 92 | 2
Cc1cc(NCCO)nc(-n2nc(C)cc2C)n1 | 3 | 7 | -1 | 111 | 8.1 | 0 | 111 | 102 | -9
N#C[C@@H]1N(Cc2ccccc2)C(=O)[C@H]2CC3C=CC21O3 (some centres undefined) | 3 | 3 | 8 | 98 | 2.3 | 0 | 99 | 95 | 5
CC(C)Cc1nc(C#N)c(N2CCC(C(N)=O)CC2)o1 | 7 | 1 | -4 | 100 | -0.3 | 0 | 100 | 100 | -3
CC1CC1C(=O)OCC(=O)Nc1ncc(Cl)cc1Cl (centres undefined) | 8 | 29 | 20 | 100 | -2.3 | 9 | 103 | 98 | -4

2 records picked at random from the list so far, as already listed:
SMILES | GLD-1 RNA inh | MCL1 BIM primary | Bcl-xL primary | CIT2-GFP yeast | MEX-5 binding | GRK2 inh | AGP1 TOR yeast | Yeast superoxide | VLA-4 inh
CC(C)(C)n1ncc2c(=O)n(Cc3cccc(Cl)c3)cnc21 | 7 | -1 | -3 | 98 | -1.6 | 3 | 97 | 96 | 24
N#C[C@@H]1N(Cc2ccccc2)C(=O)[C@H]2CC3C=CC21O3 (some centres undefined) | 3 | 3 | 8 | 98 | 2.3 | 0 | 99 | 95 | 5

Next section.
SMILES | GLD-1 RNA inh | MCL1 BIM primary | Bcl-xL primary | CIT2-GFP yeast | MEX-5 binding | GRK2 inh | AGP1 TOR yeast | Yeast superoxide | VLA-4 inh
Cc1cc(C)n(S(=O)(=O)c2ccc3ccccc3c2)n1 | -3 | -4 | 3 | 92 | 0.8 | 3 | 97 | 101 | 16
CC(NC(=O)c1cc(S(=O)(=O)N2CCOCC2)cn1C)c1ccccc1 (centres undefined) | 5 | -4 | 3 | 98 | 2.0 | 2 | 92 | 95 | 32
Cc1[nH][nH]c(=O)c1C(c1ccc(-c2cccc(C(=O)O)c2)o1)c1c(C)[nH][nH]c1=O | 2 | 17 | 14 | 92 | -52* | 42* | x | 105 | -1
[O-]c1n[n+](-c2ccc(Cl)cc2)cc2ccccc12 | 1 | 3 | 4 | 103 | -1.9 | 1 | 108 | 77 | -15
CCOc1ccc(N(CC(=O)Nc2cccc(C)c2)S(C)(=O)=O)cc1 | 11 | 3 | 3 | 99 | 0.3 | x | 98 | 109 | 2
O=C(Cc1nc2ccccc2[nH]1)c1ccc([N+](=O)[O-])cc1 | 3 | -3 | -2 | 100 | 0.5 | 0 | 98 | 111 | -5
O=C(COC(=O)c1cccc(S(=O)(=O)N2CCOCC2)c1)Nc1ncc(Cl)cc1Cl | 3 | 4 | 7 | 92 | x | 1 | 101 | 79 | -4
CCOc1ccc(NC(=O)COc2coc(CN3CCc4ccccc4C3)cc2=O)cc1 | 6 | 1 | -1 | 89 | 0.0 | 0 | 101 | 103 | 3
COc1ccc(C(=O)NNC(=O)C(=O)Nc2ccc(C)c(Cl)c2)cc1 | 4 | 5 | -1 | 113 | -2.5 | 4 | 101 | 90 | -9
O=C(O)c1cccc(C(=O)O)c1Br | 1 | 6 | 6 | 92 | 2.2 | 2 | 86 | 101 | -12
Cc1ccc(OCC(=O)Oc2ccccc2[N+](=O)[O-])cc1 | 3 | 4 | 3 | 103 | -0.1 | 1 | 106 | 106 | 8
O=C(C[n+]1cccc(CNC(=O)c2ccc(OC(F)F)cc2)c1)c1ccccc1 | -3 | -3 | 0 | 107 | 1.2 | 0 | 109 | 96 | -6
O=C(c1ccccc1)c1cccc(C(=O)c2ccccc2)c1 | -1 | 3 | 2 | 84 | x | 0 | 92 | 89 | 2
FC(F)(F)c1cccc(NC(=S)NCc2ccc(Cl)cc2)c1 | 4 | 16 | 1 | 104 | -1.3 | 0 | 101 | 94 | 9
Cc1ccc(C(=O)OCC(=O)N(C)C2CCS(=O)(=O)C2)cc1S(=O)(=O)N1CCCCC1 (centres undefined) | -5 | -2 | -5 | 119 | 0.5 | 1 | 106 | 105 | -7
O=C(NS(=O)(=O)c1ccccc1)c1ccccc1F | 11 | -3 | 2 | 90 | 0.7 | 0 | x | 106 | -4
COc1ccc(-n2cc(-c3ccccc3)[nH]c2=S)cc1 | 3 | -5 | -1 | 99 | x | 0 | 102 | 90 | -3
Cc1ccc(C(=O)c2ccccc2C(=O)OCC(=O)Nc2ccc(SC(F)F)cc2)cc1 | 1 | 0 | 1 | 102 | -0.2 | 0 | 102 | 104 | 10
COc1ccccc1NS(=O)(=O)c1cc(C(=O)NCC2CCCO2)ccc1C (centres undefined) | 1 | 0 | 4 | 99 | 1.5 | 0 | 96 | 100 | 7
CCc1ccc(NC(=O)C(=O)NCCN2CCN(S(=O)(=O)c3ccccc3)CC2)cc1 | 7 | 0 | 2 | 103 | 0.8 | 1 | 96 | 99 | 13
Cc1cc(NC(=O)Nc2ccccc2)n(-c2ccccc2)n1 | 0 | 7 | 4 | 91 | -1.7 | 4 | 87 | 104 | 16
CCC(C)c1ccc(NC(=O)CN(C)CC(=O)Nc2cccc(OC)c2)cc1 (centres undefined) | 3 | 0 | 4 | 102 | -1.7 | 3 | 107 | 101 | 14
COc1ccc(Cn2c(-c3ccco3)nc3oc4ccccc4c(=O)c3c2=O)cc1 | 0 | 1 | -2 | 100 | -2.8 | 21 | 102 | 94 | -3
CCOC(=O)n1c(=O)n(Cc2cccc(C)c2)c2ccccc21 | 1 | 4 | 8 | 89 | 1.6 | 0 | 95 | 106 | 5
COc1cc(CCCN2CCNC[C@@H]2c2ccccc2)cc(OC)c1OC | -1 | x | x | 99 | x | 9 | 97 | 112 | -6
CCOC(=O)c1ccccc1NC(=O)C1CSC2(C)CCC(=O)N12 (centres undefined) | 6 | -6 | 2 | 97 | -1.1 | 0 | 101 | 101 | 7
COC(=O)CCCNC(=O)c1ccc(S(=O)(=O)NCc2ccco2)cc1 | 0 | -2 | 1 | 107 | -3.2 | 2 | 110 | 95 | 3
Cn1c(CNC2CCCCC2)c(C#N)c2ccccc21 | 6 | -3 | 0 | 100 | 0.7 | 7 | 106 | 103 | 11
CCCCC(=O)Nc1ccc(C(=O)Nc2nc(CC(=O)OCC)cs2)cc1 | -3 | 6 | -2 | 101 | -3.9 | 0 | 110 | 109 | -1
C=CCOC(=O)C1=C(C)Nc2nc3ccccc3n2C1c1ccncc1 (centres undefined) | 3 | 2 | 3 | 104 | 0.0 | 0 | 108 | 96 | 4
CN=c1scc(-c2ccc([N+](=O)[O-])cc2)n1/N=C/c1ccco1 | 4 | 9 | 6 | 114 | 2.1 | 1 | 106 | 88 | 7
Clc1ccccn1 | -4 | 6 | 6 | 83 | x | 0 | 92 | 108 | 0
COc1ccc(CCNC(=O)c2ccc3nc4cc(Cl)ccc4c(=O)n3c2)cc1OC | -5 | -2 | 4 | 102 | -0.6 | 0 | 89 | 105 | -30
C=CCN(c1ccccc1)S(=O)(=O)c1c(C)[nH]c(=O)[nH]c1=O | 0 | -8 | -2 | 105 | -2.6 | 0 | 97 | 98 | -5
COc1ccc(OCC(=O)N/N=C(\C)CC(=O)Nc2ccc(NC(C)=O)cc2)cc1 | 5 | 0 | 7 | 98 | -1.5 | 4 | 98 | 101 | 5
Cc1ccc(NC(=O)c2cc(-n3cnnc3)ccc2Cl)c(C)c1 | 1 | -1 | 3 | 100 | 0.6 | 0 | 98 | 97 | 18
